Compound activity from PubChem BioAssay.
SENP6 block: inhibitors of human SENP6 protease. inhibition, % at 10 µM. Recombinant SENP6 catalytic domain, aminoluciferin luminescence. Q9GZR1. AID 2599. 1.8% of 330,000 active;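 active = inhibition above about 50% at the single tested dose, limit read from the data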;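 also: plate controls were DMSO wells with enzyme for no effect and DMSO wells lacking enzyme for full effect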
UBC13 polyUb: human UBC13 polyubiquitination inhibition; P61088; UBC13 polyubiquitin chain formation, TR-FRET; inhibition, % at 20 µM; 0.47% of 330,000 active; in the data active = inhibition above about 45%, passing the limit was not always enough
SENP1 FRET inh: blocks the human SENP1 SUMO protease catalytic domain; Q9P0U3; recombinant SENP1 catalytic domain, CyPet-SUMO1-YPet FRET cleavage; inhibition, % at 10 µM; 0.21% of 360,000 active;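 active = inhibition at least 30% at 10 µM, raw YFP signal under a set limit, fluorescence ratio 0.5 to 1.5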;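 also: 0% = enzyme with DMSO and 100% = no enzyme wells; some results filed as inactive read as strong as hits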
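Controls: no-enzyme wells low, DMSO-plus-enzyme wells high control. Test system: human recombinant His6-tagged SENP1 catalytic domain enzyme. Reagent: SFCypet-SUMO1-SFYpet FRET protein substrate, 25 nM final. Doses: one dose per compound, 10 µM, 0.5% DMSO. Detection: FRET, CFP and YFP emission. Timing: 50 min reaction at room temperature.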
SENP8 block-1: inhibitors of human SENP8 protease; inhibition, % at 20 µM; recombinant SENP8, Nedd8 substrate fluorescence; Q96LD8; 0.64% of 360,000 active; AID 602440; in the data active = inhibition mostly above about 40%, no sharp cut-off; inactive = mostly below about 27%
A3G deaminase: APOBEC3G (human) deaminase inhibition | Q9HC16 | inhibition, % at 20 µM | 0.28% of 330,000 active | recombinant A3G, ssDNA deamination FAM/TAMRA fluorescence;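 active = inhibition of at least 40% at 20 µM, with no more than 30% in the related APOBEC3A deaminase screen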;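 also: plate controls were DMSO wells with A3G for no effect and wells lacking A3G enzyme for full effect; some compounds called inactive have numbers as strong as hits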
SENP8 block-2: inhibitors of human SENP8 protease. purified SENP8, Z-RLRGG-aminoluciferin cleavage, luminescence. AID 2540. 1.2% of 330,000 active. Q96LD8. inhibition, % at 10 µM; in the data active = inhibition above about 50%
Apaf-1 inh: inhibitors of human Apaf-1 apoptosome | 0.71% of 330,000 active | reconstituted apoptosome caspase-3 activity, DEVD-Rh110 fluorescence | inhibition, % at 20 µM; active = inhibition of at least 40% at 20 µM;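 also: plate controls were DMSO wells for no effect and DEVD-CHO caspase inhibitor wells for full effect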
Target sequence (O14727 whole entry, looked up): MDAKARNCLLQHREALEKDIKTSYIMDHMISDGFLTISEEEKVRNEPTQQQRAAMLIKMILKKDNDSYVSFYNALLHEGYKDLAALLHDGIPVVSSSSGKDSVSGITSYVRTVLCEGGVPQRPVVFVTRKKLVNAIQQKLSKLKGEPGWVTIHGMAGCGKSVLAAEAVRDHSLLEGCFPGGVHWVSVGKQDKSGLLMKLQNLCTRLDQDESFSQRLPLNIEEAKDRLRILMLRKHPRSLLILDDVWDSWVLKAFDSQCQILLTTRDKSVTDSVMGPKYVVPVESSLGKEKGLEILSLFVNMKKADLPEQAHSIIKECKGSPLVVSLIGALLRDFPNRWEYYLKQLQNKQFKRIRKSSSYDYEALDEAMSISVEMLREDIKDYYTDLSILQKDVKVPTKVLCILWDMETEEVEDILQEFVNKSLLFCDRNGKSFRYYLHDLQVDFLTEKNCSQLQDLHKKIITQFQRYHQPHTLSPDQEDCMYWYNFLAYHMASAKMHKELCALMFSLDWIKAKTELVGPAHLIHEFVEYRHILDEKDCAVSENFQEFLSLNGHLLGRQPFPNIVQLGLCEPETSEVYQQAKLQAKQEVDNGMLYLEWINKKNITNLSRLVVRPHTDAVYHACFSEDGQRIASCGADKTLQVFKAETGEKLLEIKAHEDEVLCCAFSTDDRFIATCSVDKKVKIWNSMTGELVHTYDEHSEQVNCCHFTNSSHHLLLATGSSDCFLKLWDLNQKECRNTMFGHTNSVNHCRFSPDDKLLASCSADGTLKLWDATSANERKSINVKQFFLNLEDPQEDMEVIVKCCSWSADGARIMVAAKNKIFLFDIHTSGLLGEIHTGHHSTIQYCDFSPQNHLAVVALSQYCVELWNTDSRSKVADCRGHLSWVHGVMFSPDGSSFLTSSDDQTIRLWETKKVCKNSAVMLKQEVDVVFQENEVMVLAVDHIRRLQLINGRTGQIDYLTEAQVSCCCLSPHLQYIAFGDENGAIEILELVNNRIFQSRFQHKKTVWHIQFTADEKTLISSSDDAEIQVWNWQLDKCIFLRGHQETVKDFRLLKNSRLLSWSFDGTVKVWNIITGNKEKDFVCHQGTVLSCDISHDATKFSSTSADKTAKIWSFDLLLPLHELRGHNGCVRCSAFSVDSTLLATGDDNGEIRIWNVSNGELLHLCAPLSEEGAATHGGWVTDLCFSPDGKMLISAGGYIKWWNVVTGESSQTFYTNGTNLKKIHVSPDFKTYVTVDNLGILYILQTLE
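Material: biochemical Apaf-1 apoptosome reconstitution. Medium: Hepes buffer, pH 7.5. Also added: cytochrome c activation, bis-DEVD rhodamine 110 substrate. Timing: 30 min compound preincubation, 50 min activation, room temperature. Measured by: rhodamine 110 fluorescence at Ex 480/Em 540 nm.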
SENP7 block: SENP7 protease inhibition; Q9BQF6; recombinant SENP7, Z-RLRGG-aminoluciferin luminescence, 40 min; inhibition, % at 5 µM; 1.5% of 330,000 active; AID 434973;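 active = inhibition above about 50% at the single test dose, limit read from the data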;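 also: plate controls were DMSO with enzyme for no effect and no enzyme buffer wells for full effect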
Starred values were filed as active, the others as inactive; i = inactive; · = not tested or not shown.

SMILES	SENP6 block	UBC13 polyUb	SENP1 FRET inh	SENP8 block-1	A3G deaminase	SENP8 block-2	Apaf-1 inh	SENP7 block
Cc1ccc(/C=N/Nc2ccc(Cl)nn2)cc1	-20	0	1	37	-6	-4	-27	3
O=C(/C=C/c1cccc([N+](=O)[O-])c1)N1CCN(S(=O)(=O)c2cccs2)CC1	-2	2	-3	6	-7	2	8	4
COc1ccc(/C=N/NC(=O)c2cccnc2)cc1CN1CCN(c2ccc(F)cc2)CC1	3	5	-2	0	-9	-6	-2	2
COc1cccc(NC(=O)CCNC(=O)c2ccccc2Cl)c1	-14	-1	0	3	-7	1	-10	-2
O=[N+]([O-])c1ccccc1OC/C(=N\O)c1ccccc1	15	3	0	8	-6	-1	-1	3
Cc1cccc(CN2C(=O)[C@@H]3Cc4c([nH]c5ccccc45)C(C)(C)N3C2=O)c1	3	5	-19	13	-5	-3	7	-7
CCN(CC)S(=O)(=O)c1cccc(C(=O)NCC(=O)OCC(=O)NCc2ccccc2)c1	-4	6	3	19	0	4	4	0
CC(=O)N1CCN(S(=O)(=O)c2cccc(C(=O)NC3CC3)c2)CC1	9	10	0	15	-1	13	-5	2
CC(OC(=O)CC(NC(=O)c1ccccc1Cl)c1ccccc1)C(=O)Nc1cccc(Cl)c1Cl (stereo unspecified)	-7	0	1	18	2	-7	21	11
O=C(COC(=O)c1ccco1)c1ccc(Cl)cc1	32	-5	1	14	2	11	3	15
CCOc1ccc(C(=S)N2CCOCC2)cc1	12	2	2	17	-5	8	-19	4
CC1Cc2cc(S(=O)(=O)NCCC(=O)NCc3ccc(F)cc3)ccc2N1C(=O)C1CC1 (stereo unspecified)	2	1	2	-4	-7	3	-1	-4
COc1ccc(NC(=O)CSc2nnc(N)s2)cc1	-14	-4	0	8	-3	-7	-1	-9
CCCNC(=O)CN(C)S(=O)(=O)c1ccc(F)cc1	-1	-2	3	7	2	-3	3	8
Cc1cc(Cl)ccc1NC(=S)NCCN1CCOCC1	5	8	0	9	-1	2	0	-1
CCOC(=O)C1CCN(C(=O)c2cccc(N3C(=O)NC4CC3(C)Oc3ccc(C)cc34)c2)CC1 (stereo unspecified)	1	6	-3	-3	-7	-9	-2	-3
O=C(NCCO)/C(=C/c1ccc(Br)cc1)NC(=O)c1cccs1	-10	5	-49	-4	-3	9	-14	5
CC(=O)Nc1nc(-c2ccc3c(c2)OCO3)cs1	52*	4	1	27	-4	9	-9	41
O=[N+]([O-])c1cnc2ccccc2c1	4	2	0	20	-3	9	-2	6
C=CCN1C(=O)c2ccc(C(=O)OCC(=O)N3CCN(c4ccccc4)CC3)cc2C1=O	-6	3	-1	16	-9	0	9	0
CC(C)CCN1CCN(Cc2nc3c(s2)CCCC3)CC1CCO (stereo unspecified)	-1	-1	-4	5	-8	0	-23	6
Cc1ccccc1NC(=O)CSc1nc2c(c(=O)n(C)c(=O)n2C)n1C	3	-1	0	4	-8	6	1	-5
CCCCn1cnc2c(oc3ccccc32)c1=O	6	3	-1	16	1	-4	8	7
CC(=O)Oc1cc(OC(C)=O)c2c(=O)c(-c3ccc4c(c3)OCCCO4)c(C)oc2c1	-46	6	1	-232	0	-2	3	3
O=C(O)CCCNC(=O)/C(=C\C=C\c1ccccc1)NC(=O)c1ccccc1Cl	2	-9	-1	-13	-4	-6	11	-7
Cc1nnc(SCc2cc(=O)[nH]c(N3CCN(C)CC3)n2)s1	-13	-19	0	18	-3	-7	-8	1
Cc1ccc(C2C(C(=O)c3cc4ccccc4o3)=C(O)C(=O)N2c2cc(C)on2)cc1 (stereo unspecified)	-13	-16	-117	-55	-6	3	20	2
Cc1scc(C(=O)Nc2ccon2)c1-c1ccccc1	-13	8	-3	14	-8	0	-2	4
COc1ccc(-c2csc3ncnc(N4CCN(c5ccccc5OC)CC4)c23)cc1	-13	5	-1	10	-16	1	20	-2
CCOC(=O)CC[C@H](NC(=O)Cn1cnc(C(=O)Nc2ccc(C)c(C)c2)n1)C(=O)OCC	·	·	-1	12	2	·	7	5
COc1ccccc1N1CCN(CCCCNC(=O)c2ccc3ccccc3c2)CC1	9	22	1	5	-1	-3	6	3
CCOc1ccc(S(=O)(=O)NCc2ccc(C)cc2)c2cccnc12	-15	15	0	-210	-10	1	-2	4
CCSc1nc(O)c(C2OC(=O)c3c2ccc(OC)c3OC)c(=O)n1-c1ccccc1 (stereo unspecified)	-5	-3	0	6	1	-5	-1	-6
CCOC(=O)C(CC)Sc1nnc(COc2ccc(C)cc2)n1-c1ccccc1 (stereo unspecified)	2	6	1	2	-2	1	16	3
O=C(CSc1ncn(-c2ccccc2)n1)Nc1ccc(Br)cn1	3	9	1	1	-7	-1	10	-3
Cn1c(=O)[nH]c(=O)c2c1nc(N1CCN(Cc3ccccc3)CC1)n2CCCc1ccccc1	32	-1	0	17	-1	49	19	-10
CCOC(=O)N1CCC(O)(c2cc(C)c(C)cc2C)CC1	5	6	0	5	-7	-1	-14	-2
COc1ccc(OC)c(C(=O)COC(=O)c2ccc(C)o2)c1	-3	-1	2	-199	-1	-4	13	9
CSc1cccc(NC(=O)C(C)Sc2ccc(C)cc2)c1 (stereo unspecified)	-2	6	1	19	-4	2	-1	-6
COc1ccc(C(=O)NCC(=O)N2CCC(C)CC2)cc1OC	-6	0	1	13	-2	4	-7	3
C=CCc1c(C)nc(SC)nc1Nc1ccc(C(=O)O)cc1	-11	-8	-6	-20	-4	-7	-2	-4
Cc1ccc(S(=O)(=O)Nc2cccc3ncccc23)cc1	15	-10	-1	-2	-5	-1	-3	-7
CC(Nc1ccccc1)c1cc(Cl)ccc1O (stereo unspecified)	-5	3	1	25	-4	-4	7	1
COc1ccc(OCCCC(=O)Nc2cccnc2)cc1	-13	1	0	14	-7	-5	14	-12
COc1ccccc1NC(=O)c1ccc(NS(=O)(=O)c2ccc(F)c(Cl)c2)cc1	10	-6	4	-5	-6	-5	8	-4

Sorted by number of heavy atoms (descending): part of the list above.
SMILES	SENP6 block	UBC13 polyUb	SENP1 FRET inh	SENP8 block-1	A3G deaminase	SENP8 block-2	Apaf-1 inh	SENP7 block
COc1ccc(C(=O)NCC(=O)N2CCC(C)CC2)cc1OC	-6	0	1	13	-2	4	-7	3
CCOC(=O)N1CCC(O)(c2cc(C)c(C)cc2C)CC1	5	6	0	5	-7	-1	-14	-2
CC(Nc1ccccc1)c1cc(Cl)ccc1O (stereo unspecified)	-5	3	1	25	-4	-4	7	1

Continued:
SMILES	SENP6 block	UBC13 polyUb	SENP1 FRET inh	SENP8 block-1	A3G deaminase	SENP8 block-2	Apaf-1 inh	SENP7 block
Cc1cc(C)c(S(=O)(=O)N2CCCc3ccccc32)c(C)c1	7	12	-1	4	-3	-7	20	2
Cc1ccc(S(=O)(=O)N2CCN(c3ccccn3)CC2)cc1	-17	-5	-1	1	1	-6	-2	10
C=CCn1ccc(O)c(Cc2ccc(Cl)cc2)c1=O	-41	9	-1	11	-4	-3	-4	3
COCCNC(=O)C(=O)NCC1OCCN1S(=O)(=O)c1cc(F)ccc1F (stereo unspecified)	2	2	-1	10	-12	-3	-5	5
Cc1ccc([C@H]2C(C(=O)O)=CC[C@@H](c3ccc(Cl)cc3)N2S(=O)(=O)c2ccc(C)cc2)cc1	10	-19	1	14	1	4	13	7
CCCC1S/C(=N/N=C/c2cccs2)NC1=O (stereo unspecified)	-13	-11	2	22	0	1	-7	2
CCOC(=O)COc1c(OC)cc(Cl)cc1C1NC(=O)NC(C)=C1C(C)=O (stereo unspecified)	-10	10	0	11	-13	8	-18	0
O=c1cc(-c2ccco2)oc2c1ccc1ccccc12	-2	6	-3	i	5	13	5	1
Cc1cc(NC(=O)c2ccc(C#N)cc2)n(-c2ccccn2)n1	15	-8	0	-2	-10	10	-30	2
Cc1ccc(C)c(NC(=O)N2CCCCCC2)c1	-10	-3	1	8	-3	9	3	-3
CC1CCCCN1CCNC(=O)c1ccc2c(c1)N(Cc1cccc(Cl)c1)C(=O)c1ccccc1S2=O (stereo unspecified)	-3	12	-6	23	-6	-3	18	-10
CCOc1ccc2ccccc2c1/C=N/NC(=O)c1ccc(C)nc1	1	7	0	-79	-8	3	9	5
CC(C)(C)c1nnc(NC(=O)CCn2cnc3ccccc3c2=O)s1	8	8	4	2	-7	1	-11	-3
COC(=O)C1=CN(c2ccc(F)cc2)C=C(C(=O)OC)C1c1cccc([N+](=O)[O-])c1	0	-3	1	2	-6	-4	3	9
NC(=O)c1c(NC(=O)CN2CCOCC2)sc2c1CCC2	-33	0	-8	-40	-9	-1	2	-2
OCCN1CCN(c2nc3ccccc3nc2-c2ccccc2)CC1	-5	-3	-13	-215	2	1	-4	5
Cc1ccc(-n2ncc3c(=O)n(-c4ccc(C)c(C)c4)c(C)nc32)cc1	-6	-5	-2	16	-3	-13	18	-6
CC(C)CC(CC(C)C)=NNC(=O)c1ccc2c(c1)OCO2	5	3	0	7	0	6	-6	-1
CC(C)c1nnc(NC(=O)COC(=O)/C=C/c2ccc([N+](=O)[O-])cc2)s1	-3	4	2	2	-7	-6	4	-6
O=C(Nc1c(C(=O)N2CCC(N3CCCCC3)CC2)oc2ccccc12)c1ccc(F)cc1	18	8	-1	-10	-1	0	1	-7
CCCCOc1ccc(C(=O)N/C(=C\c2ccc([N+](=O)[O-])cc2)C(=O)OCc2ccco2)cc1	5	-2	-1	17	0	9	9	0
CCOC(=O)C1(CCOc2ccccc2)CCN(Cc2ccncc2)CC1	25	4	-5	-2	0	-5	25	7
CCOc1cc(/C=N/Nc2nc(N3CCCC3)nc(N3CCCC3)n2)ccc1O	-19	1	3	-31	-4	-9	0	0
CC(C)=CC1C(C(=O)Nc2ccc(Br)cn2)C1(C)C (stereo unspecified)	-4	5	2	28	-6	1	12	3
CSc1nc2sc3c(c2c(=O)[nH]1)CCC(C)C3 (stereo unspecified)	-9	8	1	-20	-10	-14	-9	2
O=C(Nc1ccccc1N1CCCCC1)c1cccc(OC(F)F)c1	12	-4	0	7	-6	4	16	0
Cc1ccc(N(NC(=O)C(C)(C)O)C(=O)c2ccccc2)cc1C	19	-7	0	9	-5	-6	3	8
CCOC(=O)C1CCCN(S(=O)(=O)c2ccc(F)c(C(=O)Nc3ccc(F)c(F)c3)c2)C1 (stereo unspecified)	-8	8	2	-16	0	0	10	-3
CCn1c(SCC(=O)NCCc2ccccc2)nnc1-c1cccs1	-13	4	0	-7	-5	0	1	-2
Cc1oc(-c2ccccc2Cl)nc1CS(=O)CC(=O)NCc1ccc(Cl)cc1 (stereo unspecified)	20	3	-1	3	-9	5	9	4

Fetched by compound from the entries so far, 4 records:
SMILES	SENP6 block	UBC13 polyUb	SENP1 FRET inh	SENP8 block-1	A3G deaminase	SENP8 block-2	Apaf-1 inh	SENP7 block
CCOC(=O)C1(CCOc2ccccc2)CCN(Cc2ccncc2)CC1	25	4	-5	-2	0	-5	25	7
CCOC(=O)C1CCCN(S(=O)(=O)c2ccc(F)c(C(=O)Nc3ccc(F)c(F)c3)c2)C1 (stereo unspecified)	-8	8	2	-16	0	0	10	-3
CCOc1cc(/C=N/Nc2nc(N3CCCC3)nc(N3CCCC3)n2)ccc1O	-19	1	3	-31	-4	-9	0	0
O=C(Nc1ccccc1N1CCCCC1)c1cccc(OC(F)F)c1	12	-4	0	7	-6	4	16	0

(listing goes on)
SMILES	SENP6 block	UBC13 polyUb	SENP1 FRET inh	SENP8 block-1	A3G deaminase	SENP8 block-2	Apaf-1 inh	SENP7 block
CCOC(=O)c1ccc(N2CN(CCc3ccccc3)CNC2=S)cc1	1	4	2	10	-1	-4	11	7
CCOc1ccc(CCNC(=O)c2ccc(S(=O)(=O)N3CCCC3)cc2)cc1OCC	6	-13	0	6	4	-3	6	4
Cc1ccc(NC(=O)NC(=O)CSc2nnc(-c3ccc(Cl)cc3Cl)n2N)c(C)c1	63*	9	-1	19	-3	40	24	59*
NNc1nc2c(F)cccc2s1	14	-2	-3	4	-1	-1	1	5
COc1ccc(OC)c(-n2c(SC)nnc2-c2c[nH]c3ccccc23)c1	4	0	3	13	-1	-1	8	-4
